Growth percent in the NCI-60 one-dose screen (48 h, 10 µM unless noted): 100 = growth as untreated, 0 = no growth, -100 = all killed.
HCT-116 = HCT-116 colon cancer | AID 1794798 | 7.3% of 82,000 active
COLO 205 = COLO 205 colon cancer | 7.3% of 79,000 active
NCI-H226 = NCI-H226 lung cancer; 3.5% of 79,000 active; AID 1794732
NCI-H322M = NCI-H322M lung cancer | 2.7% of 80,000 active
HCT-15 = HCT-15 colon cancer. 5.2% of 82,000 active
NCI-H522 = NCI-H522 lung cancer. 8% of 78,000 active. AID 1794739
NCI/ADR-RES = NCI/ADR-RES ovarian cells; 4.4% of 81,000 active
NCI-H23 = NCI-H23 lung cancer; 4% of 80,000 active; AID 1794731
NCI-H460 = NCI-H460 lung cancer; 6.8% of 82,000 active
Active calls of the source: *; · = not tested or not shown. Rule for the calls: active = growth percent below 10; inactive = the rest.

SMILES	HCT-116	COLO 205	NCI-H226	NCI-H322M	HCT-15	NCI-H522	NCI/ADR-RES	NCI-H23	NCI-H460
Cc1cccc(OCc2nnc(/N=C/c3cc4ccccc4nc3Cl)s2)c1	84	103	86	88	98	92	99	96	104
Nc1ccc(CSc2ccc(Cl)cc2)c(Cl)c1	95	107	92	97	96	87	97	103	96
C/C=C(\C)C(=O)O[C@@H]1C2CC3=C4CC(=O)O[C@@H](c5ccoc5)[C@]4(C)CC[C@@H]3[C@@](C)(C2=O)[C@@H]([C@@H](O)C(=O)OC)C1(C)C	91	101	93	103	96	70	92	96	99
C=C1C(=O)O[C@H]2[C@H]1CC/C(COC(=O)NCc1cc(OC)cc(OC)c1)=C\CC[C@@]1(C)O[C@@H]21	-60*	-65*	13	73	1.9*	-53*	63	21	35
CSc1ccc(NC(=O)Nc2ccccc2)cc1	97	93	99	97	86	·	99	95	101
COc1ccc(C(=O)c2cc(OC)c(OC)c(OC)c2)cc1/C=C/C(=O)c1ccc(F)cc1	1.3*	79	90	85	24	19	31	80	93
CCOc1ccc2ncc(C#Cc3cncc(C(=O)Nc4ccc(CN5CCN(C)CC5)c(C(F)(F)F)c4)c3)n2n1	-48*	-46*	-59*	-76*	-86*	-41*	-70*	-70*	-53*
COc1cccc(C(=O)N(c2ccc(Cl)cc2)C(C(=O)NC(C)(C)C)c2cc3c(C)cc(C)cc3nc2Cl)c1 (stereo not given)	39	75	82	82	67	68	79	65	73
COc1ccc(C(=O)/C=C/c2ccc(C)cc2)cc1S(=O)(=O)Nc1c(N)nc(SC)[nH]c1=O	11	101	106	78	92	59	109	97	91
O=C(NCCNc1cc(-c2cn(-c3ccccc3)nc2-c2cccc(O)c2)ccn1)c1ccc(F)cc1	34	10	77	95	41	51	55	56	60
CCCCCCCc1nc2c(c(=O)n(C)c(=O)n2C)n1C	92	98	68	105	94	75	78	79	99
Fc1ccccc1/C=C(/C1=NCCN1)n1cnc2ccccc21	99	123	83	90	93	94	104	96	104

Laid out differently: entries from further up.
structure,HCT-116,COLO 205,NCI-H226,NCI-H322M,HCT-15,NCI-H522,NCI/ADR-RES,NCI-H23,NCI-H460
COc1ccc(C(=O)c2cc(OC)c(OC)c(OC)c2)cc1/C=C/C(=O)c1ccc(F)cc1,1.3*,79,90,85,24,19,31,80,93
CCOc1ccc2ncc(C#Cc3cncc(C(=O)Nc4ccc(CN5CCN(C)CC5)c(C(F)(F)F)c4)c3)n2n1,-48*,-46*,-59*,-76*,-86*,-41*,-70*,-70*,-53*
COc1cccc(C(=O)N(c2ccc(Cl)cc2)C(C(=O)NC(C)(C)C)c2cc3c(C)cc(C)cc3nc2Cl)c1 (stereo not given),39,75,82,82,67,68,79,65,73
COc1ccc(C(=O)/C=C/c2ccc(C)cc2)cc1S(=O)(=O)Nc1c(N)nc(SC)[nH]c1=O,11,101,106,78,92,59,109,97,91
O=C(NCCNc1cc(-c2cn(-c3ccccc3)nc2-c2cccc(O)c2)ccn1)c1ccc(F)cc1,34,10,77,95,41,51,55,56,60

Further entries.
SMILES	HCT-116	COLO 205	NCI-H226	NCI-H322M	HCT-15	NCI-H522	NCI/ADR-RES	NCI-H23	NCI-H460
Cn1c(=O)c2[nH]c(CNc3ccc(C(=O)O)cc3)nc2n(C)c1=O	105	119	117	101	122	112	88	95	114
O=C(Nc1ccc(C(=O)/C=C/c2ccc(N3CCCC3)cc2)cc1)Nc1ccc([N+](=O)[O-])cc1	84	120	82	100	101	96	103	101	99
Nc1nc(N)c(N)c(N=O)n1	101	95	101	104	107	92	99	104	106
COc1cc(/C=N/NC(=O)c2ccccc2Nc2ccnc(C(F)(F)F)c2)ccc1O	102	115	238	130	106	102	143	92	108
COc1ccc(OCCSc2nc3sc4c(c3c(=O)[nH]2)CCCC4)cc1	97	114	101	95	96	86	·	103	97
OC[C@@H](O)[C@@H](O)[C@H](O)[C@@H](O)CO	109	110	102	·	110	·	98	101	114
CC1NC(=S)NC(c2cccs2)=C1C(=O)/C=C/Nc1ccccn1 (stereo not given)	88	87	87	94	91	86	100	92	108
Cc1nc2cc(NC(=O)CN3CCN(CCN4C(=O)c5cccc6cccc(c56)C4=O)CC3)ccc2s1	22	47	49	69	45	53	46	61	27
CC(C)C(NC(=O)OCc1ccccc1)C(=O)N(C(=O)NC1CCCCC1)C1CCCCC1 (stereo not given)	73	89	72	89	88	84	74	82	88
C/C(=N/NC(=S)NC1CCCCC1)c1sc(Nc2ccc(O)cc2)nc1C	70	120	113	74	66	70	97	92	70
COc1cc(Br)cc(C(=O)N2CCc3ccccc32)c1OC	93	104	77	93	106	98	·	97	101
Cc1ccc2cccc(OC(=O)c3cccnc3Oc3ccccc3)c2n1	97	105	·	96	102	86	101	95	112
CC(=O)SC1CC(=O)C=C2CCC3C4CCC(=O)OC4(C)CCC3C21C (stereo not given)	102	116	·	120	106	93	110	111	115
C#CC(CCC)OC(C)=O (stereo not given)	115	127	99	119	107	·	113	116	104
Cc1cc(C)c[n+]([O-])c1	111	107	98	98	102	82	103	100	107
O=C1c2cccc3cccc(c23)C(=O)N1Nc1nc(N2CCOCC2)nc(N2CCOCC2)n1	100	114	97	99	98	89	103	105	101
Cc1cc(OCc2cccc(-c3ccc4c(c3)OCCO4)c2C)cc(OCc2cccc(C#N)c2)c1C=O	99	109	99	106	97	82	93	93	96
CCC(C)SC1=NC=NC2=NC=NC21 (stereo not given)	95	100	90	109	101	86	103	95	103
O=C1/C(=C/c2cccc([N+](=O)[O-])c2)COc2ccc(O)cc21	-45*	65	111	90	-9.6*	8.1*	42	89	92
O=C1CCC(NNc2ccccc2)N1 (stereo not given)	92	104	96	93	83	84	97	94	99
Nc1ccc(NC(=O)c2ccc(N)cc2)cc1	102	97	107	105	104	79	100	96	105
COc1cc(C(=O)/C=C/c2ccc(OCCCCCC[P+](c3ccccc3)(c3ccccc3)c3ccccc3)cc2)cc(OC)c1OC	-77*	-95*	-29*	-23*	-55*	-70*	74	-63*	-74*
CC(=O)Nc1ccc(-n2cnc3ccc(-c4ccc(O)cc4)cc32)cc1	20	123	52	44	52	54	84	41	39
O=C(O)CCN1C(=O)/C(=C/c2cccs2)SC1=S	104	118	105	94	106	97	106	104	108
Fc1ccc(-c2ncnc3c2ncn3CC#CCCl)cc1	78	80	95	118	72	·	85	79	76
c1ccc(COC(c2ccccc2)(c2ccccc2)c2ccccc2)cc1	63	96	92	118	93	·	104	78	91
[2H]c1c([2H])n([C@@H]2O[C@H](COC(=O)C([2H])([2H])[2H])[C@@H](OC(=O)C([2H])([2H])[2H])[C@H]2OC(=O)C([2H])([2H])[2H])c(=O)[nH]c1=O	94	101	99	106	99	79	103	102	110
C[n+]1ccc(CCSc2ccccc2)cc1	82	105	·	108	100	91	100	98	104
O=[N+]([O-])c1ccc(OCCCOc2ccccc2)cc1	97	118	113	101	99	86	100	102	108
Cc1ccc(C(C(=O)O)c2ccc(C)cc2)cc1	95	110	81	100	103	88	99	98	106
C=C(C)[C@@H]1CC[C@]2(C)[C@H](CC[C@@H]3[C@@H]([C@@](C)(O)CCC=C(C)C)CC[C@]32C)[C@@]1(C)CCC(=O)OC	100	114	103	103	103	98	97	94	108
CCCCCCn1c(-c2ccc(-c3nc(-c4ccc5ccccc5c4)no3)cc2)nc(-c2ccccc2)c1-c1ccccc1	90	102	91	95	91	91	101	92	101
CC1(C)C2CC=C(CCOC(=O)COc3cc(Cl)c(Cl)cc3Cl)C1C2 (stereo not given)	84	·	103	109	110	77	101	99	106
O=C1NC(=S)N/C1=C\c1ccc(O)cc1	101	93	110	102	97	·	106	96	104
Cc1cc(NS(=O)(=O)c2ccc(NCc3nc4ccccc4c(=O)[nH]3)cc2)no1	98	103	102	100	97	91	104	·	107
NNC(=O)CSc1nc2sc3c(c2c(=O)n1-c1ccc(Cl)cc1)CCCC3	107	120	106	103	97	93	115	·	106
IC(I)I	106	·	100	102	101	119	105	102	109
C[C@]12CC[C@@H]3c4ccc(O)c([N+](=O)[O-])c4CC[C@H]3[C@@H]1CC[C@@H]2NS(=O)(=O)c1ccc(C(F)(F)F)cc1	15	98	54	54	18	-68*	28	28	10
N/C(CCSc1ccccc1N=Cc1ccccc1O)=N/O	94	118	105	124	104	115	100	92	116
NS(=O)(=O)c1ccc(CCn2c(=O)c3cc4c(=O)n(CCc5ccc(S(N)(=O)=O)cc5)c(=O)c4cc3c2=O)cc1	105	117	104	100	105	92	107	99	106
Cc1cc([N+](=O)[O-])cc[n+]1[O-]	111	120	112	118	101	101	109	103	108
COC(=O)[C@H](C)NC(=O)c1ccc(NC(=O)c2[nH]c(C)c(Cl)c2Cl)c(OC2CCNCC2)c1	102	113	104	105	109	100	109	102	111
NS(=O)(=O)c1ccc(NC2=C(Cl)C(=O)c3ccccc3C2=O)cc1	65	95	62	113	47	70	94	81	116
CCOC(=O)/C(=C\c1ccc(OC)cc1)C(C)=O	104	100	99	100	96	99	102	95	104
Cc1nc(Nc2cccc(NC(=O)Nc3ccc(Cl)cc3)c2)c2ccccc2n1	67	103	90	90	77	69	87	96	71
COc1cn(CC(=O)O)c(=NC(=O)c2ccc(Cl)cc2)s1	112	126	106	90	106	97	94	94	107
COc1ccc(/C=N/OCC(O)CNCc2ccccc2)cc1OC1CCCC1 (stereo not given)	95	·	·	97	102	105	104	106	102
CC1=C(NCCCN2CCCC2)C(=O)c2c(OCc3ccccc3)cccc2C1=O	59	79	94	94	91	97	96	95	94
CCCCCCn1ncc2c(N)ncnc21	93	103	91	106	103	100	101	96	99
Cc1ccc2oc(=O)cc(CSc3nnc(SCc4cc(=O)oc5ccc(C)cc45)s3)c2c1	98	115	105	97	98	83	89	86	101
CCCOc1ccc(/C=N/Nc2cc(C)nc3ccc(Cl)cc23)cc1	-75*	-81*	88	62	-44*	87	82	76	-38*
COc1ccc(C(C)=O)c(O)c1OC	110	111	100	134	115	·	111	102	109
Cn1c2ccccc2c2ssc(=S)c21	101	116	105	90	92	86	87	92	106
CCN(O)C(N)=O	102	128	107	95	101	·	105	102	109
CC(=O)Oc1ccc(NC(=O)c2cccc(N3C(=O)CCC3=O)c2)cc1	102	111	·	105	101	·	109	99	110
O=C(NCCNc1nccc(-c2c(-c3cccc(F)c3)nc3sccn23)n1)c1ccccc1	26	10	44	65	35	58	65	65	29

Complete entries, looked up by structure. Screens in order: HCT-116 | COLO 205 | NCI-H226 | NCI-H322M | HCT-15 | NCI-H522 | NCI/ADR-RES | NCI-H23 | NCI-H460
`CCCCCCn1ncc2c(N)ncnc21` reads 93 | 103 | 91 | 106 | 103 | 100 | 101 | 96 | 99
`Cc1ccc2oc(=O)cc(CSc3nnc(SCc4cc(=O)oc5ccc(C)cc45)s3)c2c1` reads 98 | 115 | 105 | 97 | 98 | 83 | 89 | 86 | 101
`O=C(NCCNc1nccc(-c2c(-c3cccc(F)c3)nc3sccn23)n1)c1ccccc1` reads 26 | 10 | 44 | 65 | 35 | 58 | 65 | 65 | 29
`CCCOc1ccc(/C=N/Nc2cc(C)nc3ccc(Cl)cc23)cc1` reads -75* | -81* | 88 | 62 | -44* | 87 | 82 | 76 | -38*
`CCN(O)C(N)=O` reads 102 | 128 | 107 | 95 | 101 | · | 105 | 102 | 109

Screening results from PubChem.
